Compound activity deposited in PubChem BioAssay by National Center for Advancing Translational Sciences (NCATS).
PGK inhibitor: T. brucei PGK inhibition. Potency, µM (top dose mostly 57.5 µM), without a hit: top-dose activity change, negative = inhibition, most hits filed as inhibitors. hit rate 0.043% among 380,000. PGK/GAPDH coupled, Kinase-Glo luminescence, 60 min. P07378; note: % is set by controls: 0 for no effect and ±100 for the full control effect; nearly all actives have a fitted effect of over 60% in size
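Recombinant glycosomal PGK reaction used 1,3-bisphosphoglycerate generated in-well by GAPDH (100nM final) in 100mM TEA pH 7.6, 5mM MgCl2, 0.01% Tween-20. After 60 minutes at room temperature, ATP was read by Kinase-Glo Plus luminescence end-point.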
BLM inh: Bloom syndrome helicase (human) inhibition | P54132 | recombinant BLM DNA unwinding, fluorescence dequenching | Potency, µM (doses to about 56.1 µM), inactives show at the top dose activity change, negative = inhibition, actives largely listed as inhibitors | hit rate 0.2% among 350,000;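 note: plate controls were vehicle for no effect and no enzyme for full effect; nearly all actives have a fitted effect of over 35% in size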
POLI inh: inhibitors of human DNA polymerase iota; hit rate 1% among 390,000; Pol iota fluorescent replication assay, 10 min; AID 588590; Potency, µM (top dose mostly 115 µM), inactives show at the highest dose activity, negative = inhibition, most hits filed as inhibitors
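Pol iota at 10 nM preincubated 15 min with compounds at room temperature; reaction started with fluorescent substrate, 50 nM final. Fluorescence read kinetically at 0 and 10 min; buffer-only wells as negative control.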
G9a block: inhibitors of human histone lysine methyltransferase G9a; Q96KQ7; G9a H3K9 monomethylation, AlphaScreen, 2 h; Potency, µM (titrated, usually from 102 µM), for inactives: top-dose activity, negative = inhibition, actives largely listed as inhibitors; hit rate 8.8% among 350,000; note: % is set by controls: 0 for no effect and ±100 for the full control effect; nearly all actives have a fitted effect of over 75% in size
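Signal arises when biotinylated H3K9 peptide, once monomethylated, bridges streptavidin donor and antibody-captured acceptor beads. Enzyme at 20 nM was preincubated 15 min with test compounds; peptide 500 nM and SAM 20 uM then reacted for 2 h.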
GLS inh: blocks human kidney-isoform glutaminase activity | O94925 | GLS enzymatic activity, qHTS titration | Potency, µM (highest dose often 45.5 µM), for inactives: at the highest dose activity change, negative = inhibition, most hits filed as inhibitors | hit rate 0.21% among 410,000 | AID 624170; note: % is set by controls: 0 for no effect and ±100 for the full control effect
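Human kidney-isoform GLS in 45 mM KH2PO4 pH 8.2, 0.02% Tween-20, with compound, started with 1mM L-Glutamine (added stock). Glutamate oxidase/HRP/Amplex red coupled fluorescence read at start and after 30 min at RT.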
BAZ2B inh: BAZ2B (human) inhibition | Q9UIF8 | AlphaScreen BAZ2B-H3K14Ac peptide displacement | Potency, µM (titrated, usually from 114 µM), inactives show at the highest dose activity change, negative = inhibition, actives largely listed as inhibitors | hit rate 4.4% among 360,000 | AID 504333; note: % is set by controls: 0 for no effect and ±100 for the full control effect; nearly all actives have a fitted effect of over 60% in size
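AlphaScreen luminescence quantifies BAZ2B engagement of H3K14Ac peptide; the protein and biotinylated peptide are both at 50 nM final, buffer PBS pH 7.4 with 0.01% Tween-20, all steps at room temperature.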
Pin1 inhibitor: human Pin1 inhibition; Q13526; Pin1 FP peptide displacement, HiFluor488, 10 min; Potency, µM (series often up to 115 µM), for the others: at the top dose activity, negative = inhibition, actives largely listed as inhibitors; hit rate 0.009% among 390,000; AID 504891; active = well fitted inhibition curve with a large enough effect in the polarisation, with a control signal flat, not every such curve was filed as active; inconclusive = small, poorly fitted or top-dose-only effect, or effect the other way, or a change in a side signal; inactive = no such curve, though single readings can be large or run the other way; the % refers to the polarisation; note: % is set by controls: 0 for no effect and ±100 for the full control effect
JMJD2A Tudor: inhibitors of human JMJD2A Tudor domain; O75164; AlphaScreen JMJD2A-Tudor / H3K4me3 peptide binding; Potency, µM (top dose mostly 114 µM), without a hit: top-dose activity change, negative = inhibition, hits mostly inhibitors; hit rate 4.4% among 390,000; AID 504339; note: % is set by controls: 0 for no effect and ±100 for the full control effect; nearly all actives have a fitted effect of over 50% in size
HP1b binding inh: blocks HP1-beta chromodomain binding to methylated histone tails. Potency, µM (highest dose often 114 µM), inactives show at the highest dose activity change, negative = inhibition, hits mostly inhibitors. AlphaScreen HP1-beta / biotin-H3K9me3 peptide binding. P83916. hit rate 0.56% among 390,000. AID 540317; note: nearly all actives have a fitted effect of over 70% in size; inactives centre near 23
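AlphaScreen: HP1-beta (50 nM) preformed 30 min with biotin-H3(1-18)K9me3 peptide (50 nM) in PBS pH 7.4, 0.01% Tween-20. Compound added for 30 min at RT, then streptavidin donor/nickel chelate acceptor beads (10 ug/mL) for 30 min.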
Active calls of the source: *; i = inactive; ? = inconclusive; nt = no result given; [ ] = remark or other dose. Unless noted, calls come from the whole dose curve; as a rule, active = well fitted curve in the direction sought with a large enough effect; inconclusive = small, poorly fitted or top-dose-only effect, or another doubt; inactive = no such curve, though single readings can be large; an effect the other way counts as inactive or inconclusive. Potency is the fitted concentration of half-maximal effect. An excerpt (hit frequency here may not be typical).

Values in the order: PGK inhibitor	BLM inh	POLI inh	G9a block	GLS inh	BAZ2B inh	Pin1 inhibitor	JMJD2A Tudor	HP1b binding inh
Cc1ccccc1C(=O)N1CCN(c2ccc([N+](=O)[O-])c(N3CCOCC3)c2)CC1
  -2.1%	-0.1%	21.4%	27.2%[12.7 µM]	6.2%	-31.4%	-5.9%	-15.9%	-0.9%
O=C(CCCCCNC(=O)N1CCn2c1nc1ccccc12)NCc1ccccc1
  -5.7%	-1.0%	-21.5%	-11.3%	2.3%	-7.2%	4.8%	-13.0%	45.3%[activator]
CCOC(=O)C1=NNC2C(=O)N(C3CCCCC3)C(=O)C12 (centres undefined)
  -11.7%	0.3%	-11.3%	-14.9%	10.1%	-8.1%	-12.0%	-7.9%	33.5%[activator]
O=C(Nc1ccon1)c1cc(-c2ccccc2)nc2ccccc12
  -3.8%	-1.2%	17.3%	3.2%[59 µM]	-5.4%	10.8%	2.9%	-30.7%	24.1%
C/C(=N\NC(=O)c1cccc([N+](=O)[O-])c1)c1cccc(NC(=O)C2CC2)c1
  -4.2%	-4.5%	38.0%[activator]	nt	-15.2%	-9.0%	-0.7%	10.8%	14.5%
COc1ccc([N+](=O)[O-])cc1NC1CCN(C(=O)c2cccs2)CC1
  0.6%	-13.2%	13.2%	83.0%[activator]	7.2%	14.8%	-1.6%	-22.7%	4.3%
CC1CCCCC1Nc1nc2ccc(Cl)cc2n2cnnc12 (centres undefined)
  0.9%	-6.8%	27.3%	-14.5%	1.1%	-2.2%	-0.6%	-5.1%	13.8%
CCCCCn1c(=N)c(S(=O)(=O)c2ccc(Br)cc2)cc2c(=O)n3cccc(C)c3nc21
  8.8%	-1.0%	20.0%	4.4%	-8.7%	-2.2%	-17.1%	12.8%	53.1%[activator]
O=C(Nc1c(C(=O)NCc2ccco2)cnn1-c1ccccc1)c1cccc(F)c1
  3.1%	-4.2%	3.9%	-3.1%[59 µM]	17.2%	-28.7%	-0.5%	-22.3%	11.5%
CNC(=O)COC(=O)c1cc(SC)ccc1Cl
  -0.3%	-1.0%	188.2%[activator]	11.3%	-13.7%	nt	0.4%	1.5%	28.0%
O=S(=O)(C(=CNc1ccccc1)S(=O)(=O)c1ccccc1)c1ccccc1
  6.9%	-5.1%	15.2%	7.2%[59 µM]	16.9%	18.5%	9.1%	-17.0%	13.0%
COCCSc1ccccc1C(=O)NCC1CCCO1 (centres undefined)
  -9.4%	2.3%	38.6%[activator]	6.31µM*	0.2%	-1.6%	-0.8%	-20.3%	20.0%
CSc1oc(-c2ccc(F)cc2)nc1S(=O)(=O)c1ccc(F)cc1
  i	-1.7%	29.3%	?	3.3%	-5.8%	-14.0%	-13.6%	44.0%[activator]
Cc1cccc(-c2nc(C)cc(=O)[nH]2)c1
  i	-7.8%	48.0%[activator]	nt	14.8%	1.3%	-3.8%	-7.4%	27.2%
CCN(CC)CC(=O)Nc1ccc([N+](=O)[O-])cc1
  -0.9%	-3.4%	13.1%	0.6%[59 µM]	0.3%	-0.6%	1.8%	-20.1%	-23.0%
COc1ccccc1N1CCN(C(=O)CCCN2C(=O)c3cccc4cccc(c34)C2=O)CC1
  -0.5%	0.2%	9.1%	?	-0.9%	-9.9%	-1.2%	-34.2%	-1.1%
NC(=Nc1ccc(Cl)cc1)c1ccccc1
  0.3%	-4.1%	15.5%	3.9%	-21.1%	-10.7%	-4.5%	-8.3%	23.3%
CCC(Sc1ncccc1C(=O)OCCN1CCCC1=O)C(=O)NCc1ccco1 (centres undefined)
  -17.1%	-4.7%	-10.2%[58.9 µM]	?	-2.1%	15.0%	-19.5%	-12.6%	17.4%
S=c1[nH]nc(CCCc2n[nH]c(=S)o2)o1
  0.1%	2.5%	13.4%	nt	0.0%	-28.6%	-5.4%	2.82µM*	?
COC(=O)[C@H](CCSC)NC(=O)Cn1cnc(C(=O)Nc2ccc(C)c(C)c2)n1
  -8.9%	nt	12.7%	nt	-15.1%	nt	-4.5%	-5.8%	47.8%[activator]
Cc1ccc(CNc2ccc(-c3nc(-c4ccncc4)no3)cc2[N+](=O)[O-])cc1
  -15.0%	-7.0%	25.0%	-8.6%[59 µM]	0.2%	-12.6%	?	-34.1%	-9.3%
O=S1(=O)N=C(N(CCO)/N=C/c2ccc(Br)cc2)c2ccccc21
  -9.5%	-9.0%	8.0%	9.8%	-0.5%	2.7%	-2.7%	-6.0%	35.4%
COc1ccc(-c2cc(C)no2)cc1S(=O)(=O)N1CCCC(C)C1 (centres undefined)
  i	-3.0%	-4.1%	-4.7%[59 µM]	-6.9%	0.7%	22.1%	-16.9%	1.0%
C/C(=N\NC(=O)c1nnn(-c2nonc2N)c1CN1CCC(C)CC1)c1cccc(Br)c1
  i	-7.8%	20.6%	-22.7%	3.0%	-14.5%	4.8%	-30.0%	62.9%[activator]
CN(C)S(=O)(=O)c1ccc(N2CCCC2)c(C(=O)Nc2nccs2)c1
  7.9%	nt	10.5%	nt	3.6%	nt	9.9%	-9.1%	29.4%
COc1ccc(N2CCOCC2)c(NC(=O)c2cccnc2)c1
  -3.3%	-4.6%	-19.0%	14.3%	41.3%[activator]	?	-11.8%	-4.8%	29.5%
CC(=O)Nc1cccc(NC(=O)C2CCCN2C(=O)Nc2cccc(C)c2)c1 (centres undefined)
  i	-3.1%	-16.5%	-3.9%[59 µM]	-1.6%	7.6%	-1.4%	-11.0%	1.5%
Cn1c(SCc2ccccc2)nnc1-c1ccc2c(c1)OCO2
  -10.5%	-2.1%	17.7%	1.5%[59 µM]	9.6%	3.4%	4.1%	-7.8%	18.0%
Cc1ccc(N=C2NC(=O)CS2)cc1C
  -1.6%	0.3%	9.1%	12.5%	3.2%	-25.2%	9.6%	-9.2%	18.0%
O=C(CCc1nnc(-c2ccccc2)o1)NCC1CCN(C2CCCC2)CC1
  -9.5%	0.1%	75.6%[activator]	-28.9%	31.5%	2.9%	3.9%	-23.4%	4.0%

Brought forward from above: 3 compounds, followed by the next part.
Values in the order: PGK inhibitor	BLM inh	POLI inh	G9a block	GLS inh	BAZ2B inh	Pin1 inhibitor	JMJD2A Tudor	HP1b binding inh
Cn1c(SCc2ccccc2)nnc1-c1ccc2c(c1)OCO2
  -10.5%	-2.1%	17.7%	1.5%[59 µM]	9.6%	3.4%	4.1%	-7.8%	18.0%
Cc1ccc(N=C2NC(=O)CS2)cc1C
  -1.6%	0.3%	9.1%	12.5%	3.2%	-25.2%	9.6%	-9.2%	18.0%
O=C(CCc1nnc(-c2ccccc2)o1)NCC1CCN(C2CCCC2)CC1
  -9.5%	0.1%	75.6%[activator]	-28.9%	31.5%	2.9%	3.9%	-23.4%	4.0%
COc1ccc(OC)c(NC(=O)CN2CCC(C(=O)c3ccc(C)cc3)CC2)c1
  13.5%	-6.8%	-15.9%	-2.6%	-14.3%	?	1.0%	?	-7.7%
c1ccc(Oc2cccc(CN3CCOCC3)c2)cc1
  i	0.2%	-18.4%	-33.2%[12.7 µM]	1.4%	-8.2%	-3.2%	-5.1%	38.1%
COc1ccc(S(=O)(=O)N2CCN(C(=O)c3cc4c(s3)CCCC4)CC2)cc1
  -11.9%	nt	?	5.1%[12.7 µM]	4.5%	3.7%	9.7%	-16.2%	13.3%
CC(C)c1nc2sc3c(SCC(N)=O)ncnc3c2c2c1CCC2
  -7.7%	-7.3%	26.6%	8.2%	2.6%	-4.9%	6.0%	0.3%	35.6%
COc1ccc(-c2nn(C)c(=O)c3ccccc23)cc1NC(=O)COc1ccccc1
  -2.5%	-3.4%	2.5%	17.2%[0.501 µM]	2.8%	-7.2%	-1.3%	-26.4%	5.8%
COc1cc(C)c(Cl)cc1S(=O)(=O)N(C)C
  2.3%	-9.1%	-4.3%	10.1%[59 µM]	-1.4%	-6.6%	-7.8%	-7.9%	18.1%
CC1(C)CC(=O)C(C(=O)C2CCN(S(=O)(=O)c3ccccc3)CC2)C(=O)C1
  4.4%	-5.1%	38.2%[activator]	-27.9%	0.0%	-9.0%	-1.0%	100µM*	12.1%
COc1ccc2c(c1)c1ncn(Cc3ccccn3)c(=O)c1n2C
  -12.8%	-0.8%	-9.6%	-13.0%	-0.8%	-1.3%	-0.4%	-4.0%	25.2%
CCOc1cccc(C2c3[nH]c4ccccc4c3CCN2C(=O)CCC2CCCC2)c1 (centres undefined)
  i	-4.1%	-2.3%	-28.5%[59 µM]	-7.9%	?	-3.3%	-30.5%	6.7%[57 µM]
O=C(NC1CC(=O)N(c2ccc(F)cc2)C1)C1CC1 (centres undefined)
  i	-1.3%	14.0%	7.3%[59 µM]	-10.1%	-6.1%	-9.1%	-1.6%	17.3%
O=C(NC1CCN(Cc2ccccc2)CC1)c1ccccc1
  nt	-1.9%	?	-2.1%	-3.6%	-9.9%	9.3%	-14.1%	18.3%
CC(C)CN(CC(C)C)C(=O)Nc1ccc(F)cc1F
  -11.2%	-4.5%	-9.0%	nt	-4.2%	2.3%	-3.8%	-4.9%	57.2%[activator]
Cc1cccc(-c2nnnn2-c2cccc(C)c2)c1
  -5.1%	-9.2%	56.0%[activator]	53.0%[activator]	5.6%	-0.3%	0.0%	14.1%	46.6%[activator]
O=[N+]([O-])c1ccc(CN2CCN(c3ccc([N+](=O)[O-])cc3)CC2)cc1
  -0.5%	-3.7%	96.0%[activator]	12.6µM*	1.7%	25.1µM*	-2.6%	3.16µM*	50.1µM*
